From PubChem
Rab2 wt GTP: changes GTP binding to wildtype dog Rab2A, up or down; 0.19% of 190,000 active; GTP binding activity, % at 10 µM; GST-Rab2 wt beads, Bodipy-GTP binding, flow cytometry;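 active = GTP binding activity at least 20 points away from 100%, either lowered or raised; inconclusive = signal likely due to the compound's own green fluorescence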;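 also: 0% = beads with excess unlabeled GTP and 100% = no-compound control corrected for plate trend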
ABCG2 inh: inhibitors of human ABCG2 transporter, ABCB1 counter-screen. Q9UNQ0. 0.1% of 190,000 active. inhibition, % at 6.6 µM. IgMXP3 cells, JC-1 efflux, flow cytometry. AID 1325;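 active = inhibition above 80%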;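 also: 0% = DMSO and 100% = nicardipine control wells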
Target sequence (Q9UNQ0 whole entry, looked up): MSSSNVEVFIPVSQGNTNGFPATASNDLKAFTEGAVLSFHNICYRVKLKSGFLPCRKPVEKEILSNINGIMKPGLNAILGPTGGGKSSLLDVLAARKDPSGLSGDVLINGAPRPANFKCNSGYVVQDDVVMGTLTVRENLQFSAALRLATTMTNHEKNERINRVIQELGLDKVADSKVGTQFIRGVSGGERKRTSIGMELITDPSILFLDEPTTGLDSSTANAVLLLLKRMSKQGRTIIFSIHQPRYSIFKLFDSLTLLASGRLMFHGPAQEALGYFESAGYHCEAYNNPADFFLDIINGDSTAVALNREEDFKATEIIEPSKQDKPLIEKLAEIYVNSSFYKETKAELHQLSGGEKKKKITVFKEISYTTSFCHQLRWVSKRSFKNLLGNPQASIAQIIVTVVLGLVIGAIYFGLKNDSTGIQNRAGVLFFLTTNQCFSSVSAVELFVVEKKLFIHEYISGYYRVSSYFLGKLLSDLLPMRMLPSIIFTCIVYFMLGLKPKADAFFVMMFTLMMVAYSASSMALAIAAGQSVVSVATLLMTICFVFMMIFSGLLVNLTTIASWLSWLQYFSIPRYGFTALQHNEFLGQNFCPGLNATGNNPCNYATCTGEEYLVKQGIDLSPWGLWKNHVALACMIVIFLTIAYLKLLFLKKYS
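test system = two drug-resistant human cell lines, ABCG2 and ABCB1 | amount = 3 million cells/mL final, two lines in 1:1 ratio | reagent = JC-1 transporter substrate | doses = one concentration, 6.6 µM final | incubation = 10 min at 25 °C | signal = flow cytometric JC-1 green MFI at 530 nm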
Cdc42 wt: modulators (inhibitors or activators) of GTP binding to human Cdc42 wildtype | P60953 | GST-Cdc42 beads, Bodipy-GTP binding, flow cytometry; actives lie on both sides | percent activity (GTP binding), % at 10 µM | 0.2% of 190,000 active;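 active = percent activity GTP binding at least 20 points away from the 100% baseline, either down as inhibitor or up as activator; inconclusive = compound flagged as likely green fluorescent from well-wide comparison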;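 also: median bead fluorescence of bound Bodipy-FL-GTP at 100 nM; 0% = excess unlabeled GTP control and 100% = no compound control; below 100% means less GTP binding so inhibitor and above means activator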
Target sequence (P60953 whole entry, looked up): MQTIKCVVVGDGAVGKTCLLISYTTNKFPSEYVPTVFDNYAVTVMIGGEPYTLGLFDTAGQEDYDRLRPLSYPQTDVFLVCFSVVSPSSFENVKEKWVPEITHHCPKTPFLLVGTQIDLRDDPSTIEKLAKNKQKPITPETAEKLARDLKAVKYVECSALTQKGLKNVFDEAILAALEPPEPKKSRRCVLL
Rac1 act GTP bind: alters GTP binding to activated mutant human Rac1; percent activity (GTP binding), % at 10 µM; 0.11% of 190,000 active; GST-Rac1 activated beads, fluorescent GTP binding, flow cytometry; actives lie on both sides; 100% means binding = to untreated wells; P63000;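 active = GTP binding at least 20 percentage points away from the 100% baseline, in either direction, so actives lie on both sides; inconclusive = Compound likely fluorescent itself, or too few beads counted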
Pf gamet viab: P. falciparum stage V gametocyte viability inhibition | P. falciparum stage V gametocytes, ATP luminescence, 24 h | inhibition, % at 10.9 µM | 0.065% of 150,000 active;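 active = inhibition above the mean plus 3 SD of compounds within the control limits, set per campaign, cut at about 38% in these data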;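 also: 0% = DMSO wells and 100% = medium only without gametocytes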
Rab7 wt modul: modulators of GTP binding to dog Rab7 wildtype GTPase | GST-Rab7 beads, fluorescent GTP binding, flow cytometry; actives lie on both sides; untreated = 100%, excess cold GTP = 0% | GTP binding activity (percent of control), % at 10 µM | 0.055% of 190,000 active;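 active = fluorescent GTP binding to Rab7 beads changed by at least 20 points from the 100% baseline, either direction, mostly lower; inconclusive = compound itself probably fluorescent, or too few beads counted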;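 also: median green fluorescence of bound Bodipy-FL-GTP per Rab7 bead population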
HRas wt GTP: modulators of GTP binding to human HRas wildtype | GST-Ras wt beads, Bodipy-FL-GTP binding, flow cytometry; actives lie on both sides | GTP binding activity, % at 10 µM | 0.14% of 190,000 active;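 active = GTP binding activity at least 20% away from the 100% baseline, either lowered as inhibitor or raised as activator; inconclusive = flagged as likely green fluorescent, judged across all proteins in the well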;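 also: 0% = unlabeled GTP competition control and 100% = no-compound control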
Target sequence (P01112 whole entry, looked up): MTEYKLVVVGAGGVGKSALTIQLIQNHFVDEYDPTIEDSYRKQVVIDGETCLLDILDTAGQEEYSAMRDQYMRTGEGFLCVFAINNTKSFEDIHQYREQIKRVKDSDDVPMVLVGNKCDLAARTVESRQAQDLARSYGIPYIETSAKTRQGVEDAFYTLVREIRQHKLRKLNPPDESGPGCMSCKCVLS
Rac1 wt modul: modulators of human Rac1 wildtype GTP binding; GST-Rac1 beads, fluorescent GTP binding, flow cytometry; actives lie on both sides; 0 = cold GTP competed, 100 = untreated; P63000; AID 757; GTP binding activity (% of control), % at 10 µM; 0.27% of 190,000 active;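 active = GTP binding activity at least 20 points away from the 100% control level, either lower or higher; inconclusive = compound flagged as likely green fluorescent, judged across all proteins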
GSH bead fluor: compound fluoresces at 488/530 nm on GSH beads; fluorescence (KMESF) at 10 µM; 0.25% of 190,000 active; GSH beads flow cytometry, compound fluorescence 488/530 nm; hits give high values; in the data active = fluorescence above about 89;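 also: glutathione beads carrying GST-tagged Bcl family fusion proteins plus one bare bead set; values are compound well signal with DMSO vehicle wells as background; inactives centre near 16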
Avidin bead fluor: compound fluoresces at 488/530 nm on avidin beads; compound fluorescence 488/530 nm, flow cytometry; hits give high values; fluorescence (KMESF) at 10 µM; 0.38% of 220,000 active; AID 1775; in the data active = fluorescence above about 47; also: inactives centre near 10
ABCB1 block: inhibitors of human ABCB1 transporter, ABCG2 counter-screen; P08183; CCRF-Adr cells, JC-1 efflux, flow cytometry; inhibition, % at 6.6 µM; 0.067% of 190,000 active; in the data active = inhibition above about 40%;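 also: 0% = vehicle and 100% = reference inhibitor; higher value means more JC-1 retained so stronger ABCB1 efflux block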
The depositor's hits bear a star; ? = inconclusive; nt = no result given. Rows are unselected; overall some 1.1% were active at least once.

SMILES	Rab2 wt GTP	ABCG2 inh	Cdc42 wt	Rac1 act GTP bind	Pf gamet viab	Rab7 wt modul	HRas wt GTP	Rac1 wt modul	GSH bead fluor	Avidin bead fluor	ABCB1 block
N#Cc1nc(Cc2ccccc2)oc1NCCc1ccccc1	102	2	101	100	nt	102	101	104	32	7	-1.7
Cc1ccc2nc(NC(=O)C3CCN(S(=O)(=O)c4cccc5nsnc45)CC3)sc2c1	98	-5	102	98	nt	95	99	100	12	10	-0.8
COCCn1c(C(C)C)nc2oc3ccccc3c(=O)c2c1=O	105	2	102	102	nt	101	100	108	16	8	1.1
CN1CCN(C(=O)CSc2nc(-c3ccncc3)ccc2C#N)CC1	97	1	102	96	-19	96	99	98	11	21	0.1
Cn1c(=O)c2c(nc(N3CCOCC3)n2CCCNC2=NCCC2)n(C)c1=O	99	12	97	100	-5	98	100	99	30	13	0.1
C=CCc1cc(Cl)ccc1OCCOCCNCCOC	101	8	103	98	18	99	101	106	5	10	0.4
CCOc1ccc(NC(=O)[C@@H](NC(=O)OCc2ccccc2)[C@@H](C)CC)cc1	98	3	102	98	-4	102	101	105	18	3	0.5
COc1ccc(NC(C)=O)cc1NC(=O)CCn1c(=O)sc2ccccc21	100	2	99	99	11	99	98	100	17	21	0.3
CC1(C)CC(=O)C=C(Nc2ccc(C(=O)O)cc2)C1	100	0	98	100	nt	101	104	103	16	19	-0.5
COCCNC(=S)N1CCC(NC(=O)Nc2ccc(C)cc2)CC1	101	9	100	96	nt	103	99	100	20	12	0.4
COc1ccccc1NS(=O)(=O)c1cc(NC(=O)c2ccc3c(c2)OCCO3)ccc1C	93	-1	95	97	-14	96	97	98	4	7	-0.2
O=C(NCCCCNC(=O)c1ccc(Cl)s1)c1ccc(Cl)s1	?	8	?	?	-28	?	?	?	15	6	0.3
CSc1nnc2c(n1)OC(C)N(C(=O)c1ccccc1)c1ccccc1-2 (stereo not given)	98	0	98	95	nt	99	98	96	14	7	0.7
Cc1ccc(S(=O)(=O)C2C(=O)N(C)C3(C)CC2c2ccccc2O3)cc1C (stereo not given)	103	1	102	100	-33	104	104	105	13	13	2.0
Cc1ccc(-c2ccc(C(=O)NCc3ccc(Cl)cc3)o2)c2ccccc12	100	17	102	99	-11	102	100	103	19	11	1.1
Cc1ccc(CNC(=O)c2csc3c2CCCCC3)cc1	99	1	105	102	15	98	102	108	19	34	0.4
OCC1CCCCN1C(=S)Nc1ccc(Cl)cc1Cl (stereo not given)	95	0	96	95	-12	99	98	100	17	8	0.3
O=[N+]([O-])c1cccnc1N1CCC(c2cc(-c3cccc(C(F)(F)F)c3)n[nH]2)CC1	99	13	101	98	16	100	103	105	40	14	0.1
CN1CCN(CCc2nc3cc(NC(=O)COc4ccccc4)ccc3n2C)CC1	103	2	104	101	nt	102	103	107	32	13	0.3
COc1ccc(-c2nnc(SCC(=O)Nc3ccc(C)cc3)n2C)cc1	101	7	104	101	nt	101	102	109	17	9	0.7
O=C(NCc1ccccc1)C(Cc1ccccc1)N1C(=O)C2C3CCC(C3)C2C1=O (stereo not given)	104	0	107	101	nt	105	105	107	20	26	0.1
COCCNc1c(-c2ccc(OC)c(OC)c2)nc2ccc(Cl)cn12	96	19	96	93	-1	94	94	97	14	7	1.8
CC(=O)N1CCN2C(=O)C1CCCC(=O)c1cc(C3CCCCC3)ccc12 (stereo not given)	100	0	102	100	nt	101	101	104	41	6	0.0
Cc1nonc1NC(=O)CSc1nc(C2CCCCC2)nc2ccccc12	100	1	103	101	-15	100	103	104	7	6	0.2

Overlap with the part before: 2 compounds; new compounds follow.
SMILES	Rab2 wt GTP	ABCG2 inh	Cdc42 wt	Rac1 act GTP bind	Pf gamet viab	Rab7 wt modul	HRas wt GTP	Rac1 wt modul	GSH bead fluor	Avidin bead fluor	ABCB1 block
CC(=O)N1CCN2C(=O)C1CCCC(=O)c1cc(C3CCCCC3)ccc12 (stereo not given)	100	0	102	100	nt	101	101	104	41	6	0.0
Cc1nonc1NC(=O)CSc1nc(C2CCCCC2)nc2ccccc12	100	1	103	101	-15	100	103	104	7	6	0.2
O=C(C[n+]1ccccc1)N/N=C/c1ccc(O)cc1	98	2	96	96	nt	103	99	102	27	14	0.6
O=C(c1ccc(Br)s1)N1CCCC1	104	2	102	103	-15	98	103	102	26	9	0.4
Cc1cc2c(N3CCCCC3C)ncnc2s1 (stereo not given)	96	2	96	98	-33	97	97	97	12	8	0.5
CCC1(C(=O)c2ccc(Cl)cc2)C2c3ccccc3OC(=O)C21C(=O)Nc1ccccc1 (stereo not given)	96	4	94	97	11	99	97	100	13	14	0.6
COc1ccc(/C=C2/SC(=O)N(CC(O)Cn3c4ccccc4c4ccccc43)C2=O)cc1 (stereo not given)	100	-3	101	101	-8	99	100	106	9	6	0.2
CC1CCCCN1S(=O)(=O)c1ccc(NC(=O)c2cccc(-n3cnnn3)c2)cc1 (stereo not given)	97	30	102	99	-5	96	100	107	25	34	0.2
CCC1C(=O)N=C(SCC(=O)NC2CCCCC2)NC1=O (stereo not given)	95	-1	98	97	14	96	96	99	24	13	-0.1
CCOc1ccccc1NC(=O)C(CC(C)C)NC(=O)C1CCCCC1 (stereo not given)	98	0	97	97	nt	96	97	98	27	2	0.1
Cc1c(Br)c(C(F)(F)F)nn1CC(=O)NCc1ccccc1	100	10	100	101	nt	100	101	105	19	13	0.1
CCC1CCc2c(sc(NC(=O)c3cccnc3)c2C(N)=O)C1 (stereo not given)	94	14	95	94	11	100	97	98	9	11	2.1
COc1cccc(-c2nn(-c3ccccc3)cc2CO)c1	102	12	100	98	6	101	103	107	44	15	-0.3
Cc1ccccc1C(=O)c1cccn1CC(=O)NCc1ccc(Cl)cc1	96	2	96	95	10	101	96	94	15	22	1.1
COc1ccc(NC(=O)C2CCCN(c3c4c(nc5ncnn35)CCC4)C2)cc1 (stereo not given)	98	3	99	99	-7	97	98	103	13	6	0.8
CC(C)c1ccc(NC(=S)NC2CCCCCC2)cc1	96	13	98	95	-5	101	98	96	16	9	0.0
CCNC(=O)c1cc2c(=O)n3cccc(C)c3nc2n(Cc2ccc(C)cc2)c1=N	93	0	95	95	-7	96	93	91	15	5	0.9
CCN1CCCC1CNc1ncnc2c1[nH]c1ccc(F)cc12 (stereo not given)	103	2	105	101	nt	101	103	104	16	16	0.2
CCOc1ccc(NC(=O)CN(C)c2ccc(S(=O)(=O)N3CCOCC3)cn2)cc1OCC	101	6	104	99	nt	100	102	100	16	8	0.8
Cc1ccccc1OCc1nnc(SCC(=O)Nc2ccc3nc(SCC(=O)NC(C)(C)C)sc3c2)n1C	99	29	96	98	nt	97	97	100	29	10	0.8
Cc1cc(=S)cc(C)n1CCO	98	5	94	98	-18	95	98	97	24	0	-0.1
CC(C)CNC(=O)COc1ccc2c3c(c(=O)oc2c1)CCC3	99	7	101	98	nt	99	101	101	36	9	0.7
O=C(COC(=O)Cn1cnc2ccccc21)NCCC1=CCCCC1	104	2	105	100	nt	109	106	107	257*	8	0.0
O=C(O)c1ccc(/C=N/N2CCN(Cc3cccc4ccccc34)CC2)cc1	95	5	94	95	5	93	95	97	21	7	31
COc1ccc(-c2cc(CS(=O)(=O)c3ccccc3)on2)cc1	99	22	97	95	18	105	98	101	14	11	1.6
CC(=O)c1ccc(-n2cc(-c3ccc(C(C)(C)C)cc3)[n+]3c2SCCC3)cc1	98	-1	99	94	1	97	96	98	13	9	-0.4
Cc1ccc(N(CC(O)COCc2ccco2)S(=O)(=O)c2ccc(C)cc2)cc1 (stereo not given)	101	0	103	98	16	99	100	101	20	28	0.6
O=[N+]([O-])c1ccc2c(c1)C(O)n1nc(-c3ccc(Cl)cc3Cl)nc1S2 (stereo not given)	104	1	105	103	nt	97	104	106	26	28	-0.7
CCCn1nc([N+](=O)[O-])c(C(C#N)c2nc3ccccc3o2)c(Cl)c1=O (stereo not given)	95	0	96	93	8	98	98	100	10	9	-0.2
CC(=O)c1c(C)n([O-])c2ccccc2[n+]1=O	99	6	99	96	9	95	97	103	37	16	2.5
CCOC(=O)N1CCN(C(=O)c2ccccc2N(C)S(C)(=O)=O)CC1	104	1	102	104	nt	103	104	105	39	8	0.1
c1csc(-c2nnc(Cc3cccc4ccccc34)o2)c1	97	4	103	94	-12	97	97	102	18	6	0.2
CCSCc1nnc(SCC(=O)Nc2nc3ccccc3s2)n1C	98	7	100	99	nt	99	102	99	27	13	0.8
Cc1ccccc1Cn1ccc(=NCc2ccccc2)cc1	100	2	99	100	8	95	102	106	6	3	0.5
CCN(CC)CCCN1C(=O)C(O)=C(C(=O)c2sc(C)nc2C)C1c1ccco1 (stereo not given)	100	2	101	100	nt	99	99	103	29	14	0.3
CC1NC(=O)NC1CCCCCC(=O)Nc1ccc(F)c(Cl)c1 (stereo not given)	95	-1	92	94	-2	100	93	94	56	14	-0.8
Clc1ccc(/C=N/Nc2nn[nH]n2)cc1	98	-2	100	99	nt	97	98	102	144*	7	-0.3
Cc1ccc2nc(/C(C#N)=C\c3ccc(Oc4ccc([N+](=O)[O-])cn4)cc3)[nH]c2c1	99	-22	94	102	-3	95	102	102	5	15	-0.7
Cc1ccc(NC(=O)c2ccc(Br)o2)cc1S(=O)(=O)N(C)C	97	2	100	97	8	95	96	98	12	9	-0.2
COC(=O)C1(C)Nc2ccccc2C(=O)N1c1ccccc1C (stereo not given)	99	1	101	101	nt	99	99	104	24	14	0.4
Cc1ccc(S(=O)(=O)N(CC(=O)N/N=C/c2ccco2)Cc2ccccc2)cc1	97	2	99	97	28	99	101	98	32	5	0.5
CCOC(=O)NC(=O)CSc1ccc(C)cc1C	97	3	96	99	12	102	98	101	11	11	1.6
O=C(c1cccnc1)N1CCC(Oc2ccc(C(=O)N3CCCCO3)cc2)CC1	95	-1	94	93	4	93	90	94	15	10	-0.9
c1ccc2[nH]c(NC3=NCCC3)nc2c1	104	1	105	100	nt	108	103	103	15	7	0.6
CNC(=O)NC(=S)NC(=O)c1ccccc1Cl	97	2	95	96	17	94	95	99	12	20	0.0
Cc1ccc(C)c(CN2C(=O)C3CCCN3c3ccc(S(=O)(=O)N4CCOCC4)cc32)c1 (stereo not given)	106	1	108	105	nt	105	107	107	16	23	0.9
Cc1ccc(C2c3c(oc4ccccc4c3=O)C(=O)N2CCCN2CCOCC2)o1 (stereo not given)	98	0	101	98	1	98	100	100	46	4	-0.1
